Bioassay records from PubChem BioAssay.
hK5 inh: blocks human kallikrein 5 protease activity | 210,000 compounds, 0.59% hits | Q9Y337 | recombinant hK5, fluorogenic AMC substrate cleavage | AID 873 | inhibition, % at 5 µM;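 active = inhibition of 40% or more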;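 note: 0% = enzyme controls without compound and 100% = no-enzyme blanks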
Runt-SMMHC FRET: inhibitors of human RUNX1 Runt domain binding to CBFb-SMMHC; Q01196+Q13951; Cerulean-Runt/Venus-CBFb-SMMHC FRET ratio 530/480, 1 h; inhibition, % at 20 µM; 220,000 compounds, 0.74% hits; AID 1434;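 active = mean inhibition across duplicate retests at 20 µM reaching about 50%, limit read from the data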;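 note: 0% = DMSO wells and 100% = wells with excess untagged CBFb-SMMHC; inhibitors lower the FRET ratio by blocking Runt binding to CBFb-SMMHC; some results filed as inactive read as strong as hits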
Target sequence (Q01196 whole entry, looked up, the tested form may be a part): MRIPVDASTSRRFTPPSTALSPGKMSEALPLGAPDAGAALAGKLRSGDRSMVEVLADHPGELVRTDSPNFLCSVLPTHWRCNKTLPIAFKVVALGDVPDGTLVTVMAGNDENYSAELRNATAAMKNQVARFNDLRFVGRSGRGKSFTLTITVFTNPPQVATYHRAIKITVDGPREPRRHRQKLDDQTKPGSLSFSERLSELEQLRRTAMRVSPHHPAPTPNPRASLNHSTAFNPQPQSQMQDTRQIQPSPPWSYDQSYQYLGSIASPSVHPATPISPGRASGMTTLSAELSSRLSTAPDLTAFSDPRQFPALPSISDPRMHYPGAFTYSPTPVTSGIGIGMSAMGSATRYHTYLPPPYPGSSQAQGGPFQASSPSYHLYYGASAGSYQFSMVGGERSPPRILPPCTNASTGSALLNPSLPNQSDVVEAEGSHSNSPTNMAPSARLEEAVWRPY
Target sequence (Q13951 whole entry, looked up, the tested form may be a part): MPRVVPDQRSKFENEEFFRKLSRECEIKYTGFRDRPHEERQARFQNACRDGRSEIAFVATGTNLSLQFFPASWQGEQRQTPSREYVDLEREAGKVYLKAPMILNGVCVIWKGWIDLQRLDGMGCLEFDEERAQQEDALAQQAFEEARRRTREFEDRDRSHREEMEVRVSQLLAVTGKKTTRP
Runt-CBFb FRET: blocks binding of human RUNX1 Runt domain to CBFb; AID 1496; Q01196+Q13951; Cerulean-Runt/Venus-CBFb FRET ratio 530/480, 1 h; 220,000 compounds, 0.46% hits; inhibition, % at 20 µM;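 active = inhibition over about 50% at 20 µM in the single-dose screen, limit read from the data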;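 note: 0% = DMSO wells and 100% = excess unlabeled CBFb competitor control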
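Assay system: Cerulean-Runt domain fusion protein, energy donor; Signal: fluorescence energy transfer, 422 nm excitation, 530/480 nm emission; Timing: 1 h compound exposure, room temperature; Control set: unlabeled CBFb; Medium: Tris buffer pH 7.5 with salts and BSA; Compound: single test concentration of 20 µM, 1% DMSO final; Probe or stimulus: Venus-CBFb 100 nM.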
FXIIa inh 1536: inhibitors of human coagulation factor XIIa | P00748 | purified FXIIa, Boc-QGR-AMC fluorogenic substrate, 2 h | inhibition, % at 5 µM | 220,000 compounds, 0.3% hits; in the data active = inhibition above about 40%;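 note: 0% = enzyme with no compound and 100% = blank without enzyme; many of its hits are not listed in these tables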
FXIa inh 1536: blocks human coagulation factor XIa protease activity; P03951; 220,000 compounds, 0.14% hits; purified FXIa, Boc-Glu-Ala-Arg-AMC fluorogenic substrate; inhibition, % at 5 µM; AID 798;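 active = inhibition of at least 40%; inactive = inhibition below 40%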;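 note: fluorescence of freed AMC excited at 355 nm; 0% = enzyme without compound and 100% = no enzyme blank; many of its hits are not listed in these tables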
Hck-Nef inh: blocks Nef-activated human Hck kinase; P08631; Recombinant Hck-YEEI plus Nef, Z-Lyte FRET kinase assay; inhibition, % at 20 µM; 220,000 compounds, 0.68% hits; AID 463187;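 active = Hck-Nef kinase inhibition above about 50%, limit read from the data; inactive = inhibition below that limit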;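 note: 0% = DMSO with Hck plus Nef and 100% = Hck alone without Nef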
Thrombin inh: thrombin (human) inhibition | P00734 | alpha-thrombin, Boc-VPR-AMC fluorogenic substrate cleavage | inhibition, % at 5 µM | 220,000 compounds, 0.26% hits | AID 1046;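 active = inhibition at or above 40%; inactive = inhibition below 40%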;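 note: 0% = enzyme with no compound and 100% = wells without enzyme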
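System: Human alpha-thrombin protein | Medium: pH 7.5 Tris (50 mM) with NaCl 150 mM, Tween 20 0.05% | Times: Enzyme reaction carried out at room temperature | Detection: AMC fluorescence, 355/460 nm | Evaluation: Percent inhibition scaled between no-compound controls and no-enzyme blanks | Benchmarks: Enzyme without compound as high, wells lacking enzyme as low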
14-3-3 Bad PPI: disrupts binding of bovine 14-3-3 zeta to phospho-Bad peptide. P63103. TR-FRET 14-3-3zeta/Dy647-pBad peptide displacement, 1 h. inhibition, % at 21.7 µM. 220,000 compounds, 0.71% hits;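 active = inhibition above about 70%, limit read from the data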;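 note: 0% = full 14-3-3 plus peptide FRET controls and 100% = background without 14-3-3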
Target sequence (P63103 whole entry, looked up): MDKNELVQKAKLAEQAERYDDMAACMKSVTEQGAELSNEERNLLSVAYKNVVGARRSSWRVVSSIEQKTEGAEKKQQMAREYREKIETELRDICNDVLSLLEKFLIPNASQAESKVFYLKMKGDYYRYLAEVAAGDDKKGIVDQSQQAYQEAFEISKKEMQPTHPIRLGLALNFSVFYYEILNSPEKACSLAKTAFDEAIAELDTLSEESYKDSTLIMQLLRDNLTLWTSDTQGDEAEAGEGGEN
Wee1 degr inh: human Wee1 degradation inhibition, primary screen. 220,000 compounds, 1.2% hits. HeLa Luc-Wee1K328M stability, luciferase luminescence; 100% = proteasome inhibitor MG132 effect. P30291. reporter increase, % at 5 µM;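 active = activation above the mean of all tested compounds plus 3 SD, set per screening run, cut at about 8.8% in these data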;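 note: cells exposed to compound for 20 h before luminescence read; 0% = DMSO alone and 100% = MG132 at 30 µM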
* marks the source's active call; other numbers are inactive results; · = not tested or not shown; [ ] = remark or other dose.

SMILES	hK5 inh	Runt-SMMHC FRET	Runt-CBFb FRET	FXIIa inh 1536	FXIa inh 1536	Hck-Nef inh	Thrombin inh	14-3-3 Bad PPI	Wee1 degr inh
CCOC(=O)Cc1cc(=O)n2[nH]c(-c3ccccc3)c(-c3ccccc3)c2n1	·	-10	-2	8	1	20	-1	-18	5
OC(CN1CCN(c2cccc(C(F)(F)F)c2)CC1)c1c[nH]c2ccccc12 (centres undefined)	0	-9	0	7	-24	0	-2	8	2
CCN1C(=O)CC(N2CCC(Nc3ccc(F)cc3)CC2)C1=O (centres undefined)	-1	3	6	-22	-7	-7	-3	53	-1
Cc1ccc2nc(-c3ccc(SCC(=O)Nc4nc(C)cs4)nc3)[nH]c2c1	-25	-6	-7	11	10	6	2	-4[fluorescence artefact?]	-2
O=c1c(-c2nnc(SCc3ccc(Cl)c(Cl)c3)o2)cccn1Cc1ccccc1	-24	0	-1	-31	-25	10	-11	-5	0
COC(=O)Oc1ccc(/C=N/NC(=O)CN(c2ccccc2Cl)S(C)(=O)=O)cc1OC	-13	0	-2	-10	2	10	-4	-5	0
Cc1ccc2cc(CN(Cc3ccco3)C(=O)C3CCCCC3)c(=O)[nH]c2c1C	-16	0	1	18	2	0	6	3	-2
Cc1c(CCO)sc[n+]1CC(=O)OCCC12CC3CC(CC(C3)C1)C2	-13	-1	0	17	10	-14	-1	4	0
Cc1occc1C(=O)NCc1cccc(CNC(=O)c2ccoc2C)c1	-53	11	9	0	-6	0	-5	-9[fluorescence artefact?]	-2
COc1ccc(C(=O)N(CCCO)Cc2cc3c(C)ccc(C)c3[nH]c2=O)cc1OC	-24	0	-1	10	-4	1	1	8	1
COc1ccc(OC)c(CCNC(=O)C2CCN(c3nnc(-n4cccc4)s3)CC2)c1	-30	-2	0	2	-6	0	-12	7	-1
Nc1ncnc2nc(Sc3ccc(Cl)cc3)[nH]c12	-5	-1	2	-3	7	2	4	-1	0
Cn1c(C(=O)OCC(=O)NCCc2ccccc2)cc2sccc21	4	-2	-3	10	5	2	-1	-1	0
COc1ccccc1-n1cnnc1SCC(=O)N1CC(=O)Nc2ccccc21	-4	0	2	-1	-6	6	-6	4	-3
Cc1cc2ccccc2n1CCNC(=O)c1ccc(S(=O)(=O)N2CCCCC2)cc1	-37	-25	-3	4	-4	6	-10	-24[fluorescence artefact?]	1
CCCCCCC(=O)N/N=C(\C)Cc1ccccc1	-27	0	0	-2	-10	3	-8	-3[fluorescence artefact?]	-3
O=C(/C=C/c1cccc(F)c1)Nc1ccc(S(=O)(=O)Nc2ncccn2)cc1	7	2	0	2	8	11	-3	-13	-2
CCN(CC)c1ccc(CNc2nc3ccccc3n2CC)cc1	3	6	6	11	2	25	0	1	1
NS(=O)(=O)c1ccc(NC(=O)COC(=O)c2cc(Cl)ccc2[N+](=O)[O-])cc1	-4	1	0	-2	-6	23	-7	1	-2
CCOC(=O)C(Cc1cc(C(C)=O)ccc1OCC)C(=O)OCC	-16	0	1	-14	-2	-1	-2	2	1
COc1ccc(/C=C2/C(=O)N(CC3CCCO3)C(=S)N2C)c(OC)c1 (centres undefined)	2	-2	-1	15	3	0	6	7[fluorescence artefact?]	3
CCOC(=O)CSc1nc(N)c(C#N)c(-c2cccs2)c1C#N	-4	-5	-4	10	4	2	4	6	1
C=CCN(CC=C)c1ccc(N2C(=O)C3CCCCC3C2=O)cc1[N+](=O)[O-] (centres undefined)	·	-2	-1	7	2	-13	1	5	1
O=c1c2ccccc2nc(-c2cccc(Cl)c2)n1O	-13	1	0	26	24	2	2	15	-2
CCOC(=O)C1CCN(C(=O)/C=C/c2ccc(OC)cc2)CC1	-21	-2	1	12	-3	5	4	-9	2
COC(=O)/C(=N/Nc1ccccc1Cl)Sc1nnc(C(O)c2ccccc2)n1-c1ccccc1 (centres undefined)	-5	-6	25	10	-3	0	-2	-13[fluorescence artefact?]	2
O=c1c2ccccc2c(-c2ccccc2)nn1-c1ccccc1	-7	1	-1	8	-5	11	1	-6	2
COc1cc(C2CC(=O)Oc3c(C(CCN4CCOCC4)c4ccc(N(C)C)cc4)c(OC)cc(OC)c32)cc(OC)c1OC (centres undefined)	-1	-1	1	2	-4	16	-7	0	·
CC1CC(C)(C)CC2(C1)NC(=O)N(CC(=O)NC1CCCc3ccccc31)C2=O (centres undefined)	-7	0	1	5	-8	-2	-3	-3	5
COc1cccc(Nc2nc3ccccc3c(=O)[nH]2)c1	-17	1	-1	0	-4	21	0	-15	0
Cc1oc(-c2ccoc2)nc1CN(Cc1ccccc1)CC1CC1	-1	2	-1	3	-1	15	-10	-14	-1
Cc1onc(-c2c(Cl)cccc2Cl)c1NC(=O)NNc1ccccc1	2	1	-1	11	4	5	-1	-12	3
CCc1nnc(NC(=O)c2sc3nc4cc(C)ccc4cc3c2N)s1	-18	21	15	20	2	1	5	7[fluorescence artefact?]	-3
COc1cccc(CC2(CO)CCN(Cc3cnc(N4CCOCC4)s3)CC2)c1	-2	6	2	7	-4	18	-14	-7	3
CN(CCNC(=O)CCCOc1cc(=O)n(C)c2ccccc12)Cc1ccccc1	6	2	-3	12	1	29	1	-7	2
CCOc1ccc(NC(=O)c2ccccc2NS(C)(=O)=O)cc1	-15	-2	4	8	3	9	-3	8	2
CC1=CCC2C(=O)N(C(C)c3ccccc3)C(=O)C2C1 (centres undefined)	-6	-4	-3	13	64*	0	1	-7	1
Cn1nnnc1SCCNCc1ccccc1OCc1ccccc1	-11	4	-2	11	11	7	0	3	0
CCc1ccc(NC(=O)CNS(=O)(=O)c2c(C)noc2C)cc1	-4	3	-1	-6	-15	-3	-6	-1[fluorescence artefact?]	0
CN1/C(=C\C(=O)COC(=O)CN2C(=O)C3CC=CCC3C2=O)C(C)(C)c2ccccc21 (centres undefined)	-2	0	-3	-10	-3	2	-2	-2[fluorescence artefact?]	0

11 entries from above, set out differently:
SMILES,hK5 inh,Runt-SMMHC FRET,Runt-CBFb FRET,FXIIa inh 1536,FXIa inh 1536,Hck-Nef inh,Thrombin inh,14-3-3 Bad PPI,Wee1 degr inh
COc1ccc(/C=C2/C(=O)N(CC3CCCO3)C(=S)N2C)c(OC)c1 (centres undefined),2,-2,-1,15,3,0,6,7[fluorescence artefact?],3
CCOC(=O)CSc1nc(N)c(C#N)c(-c2cccs2)c1C#N,-4,-5,-4,10,4,2,4,6,1
C=CCN(CC=C)c1ccc(N2C(=O)C3CCCCC3C2=O)cc1[N+](=O)[O-] (centres undefined),·,-2,-1,7,2,-13,1,5,1
O=c1c2ccccc2nc(-c2cccc(Cl)c2)n1O,-13,1,0,26,24,2,2,15,-2
CCOC(=O)C1CCN(C(=O)/C=C/c2ccc(OC)cc2)CC1,-21,-2,1,12,-3,5,4,-9,2
COC(=O)/C(=N/Nc1ccccc1Cl)Sc1nnc(C(O)c2ccccc2)n1-c1ccccc1 (centres undefined),-5,-6,25,10,-3,0,-2,-13[fluorescence artefact?],2
O=c1c2ccccc2c(-c2ccccc2)nn1-c1ccccc1,-7,1,-1,8,-5,11,1,-6,2
COc1cc(C2CC(=O)Oc3c(C(CCN4CCOCC4)c4ccc(N(C)C)cc4)c(OC)cc(OC)c32)cc(OC)c1OC (centres undefined),-1,-1,1,2,-4,16,-7,0,·
CC1CC(C)(C)CC2(C1)NC(=O)N(CC(=O)NC1CCCc3ccccc31)C2=O (centres undefined),-7,0,1,5,-8,-2,-3,-3,5
COc1cccc(Nc2nc3ccccc3c(=O)[nH]2)c1,-17,1,-1,0,-4,21,0,-15,0
Cc1oc(-c2ccoc2)nc1CN(Cc1ccccc1)CC1CC1,-1,2,-1,3,-1,15,-10,-14,-1

(continued)
SMILES	hK5 inh	Runt-SMMHC FRET	Runt-CBFb FRET	FXIIa inh 1536	FXIa inh 1536	Hck-Nef inh	Thrombin inh	14-3-3 Bad PPI	Wee1 degr inh
O=C(Cc1cccs1)N/N=C/C=C/c1ccccc1[N+](=O)[O-]	-1	2	-1	5	1	28	-8	-6	0
O=C(CCCSc1nc2ccccc2[nH]1)N1CCN(c2ccc([N+](=O)[O-])cc2)CC1	-5	-3	-2	1	-9	3	-6	-12	0
CCOC(=O)N1CCN(c2c(NCc3ccccc3Cl)c(=O)c2=O)CC1	3	0	0	11	4	-6	-1	7	-4
CC(C)CCNC(=O)C1CC(c2cccc([N+](=O)[O-])c2)=NO1 (centres undefined)	·	-2	0	2	-5	1	-2	0	2
CCOC(=O)c1nn(-c2ccc(F)cc2)c2nc(Nc3ccccc3)cc(=O)n12	-18	-1	-2	-6	-13	2	-10	1[fluorescence artefact?]	-3
CCOC(=O)CC(NC(=O)CCc1c(C)nc2nc(C)nn2c1C)c1ccc(OC(C)C)cc1 (centres undefined)	-18	1	·	5	-5	-12	-2	-3	-2
O=C(Cc1ccccc1)N1CCCC(c2nc(-c3ccc(S(=O)(=O)N4CCCC4)cc3)no2)C1 (centres undefined)	-14	-1	1	12	1	-1	2	-5	-2
COc1ccc(-c2[nH]ncc2CNC(C)c2cn(C)nc2C)c(F)c1 (centres undefined)	-1	3	0	6	-3	22	-12	-13	-1
Cc1ccc(C(=O)CSc2nc(C)cc(SCc3nnc(-c4ccccc4)o3)n2)cc1	-2	-4	-3	-11	-11	1	-8	-3	-3
COc1cc(C)c(C(=O)Oc2cc(C)c(C(=O)O)c(O)c2C)c(OC)c1C	3	-9	-5	6	4	17	-1	-1	-1
CC(C)(C#N)N([O-])C=C[N+](=O)C(C)(C)C#N	16	-1	0	1	-4	-1	-4	-5	3
COc1cccc(CN2CCN(Cc3nc4c(s3)CCCC4)CC2CCO)c1 (centres undefined)	-5	-1	-1	4	-3	7	-8	-1	10*
COc1cccc2sc(Nc3nc(-c4ccncc4)cs3)nc12	-4	0	-2	8	3	17	1	54	9
CCC(C)(C)NC(=O)Cc1ccc(C)cc1	-7	-9	4	10	3	0	-3	4	3
COc1ccc(P(=O)(COc2ccc([N+](=O)[O-])cc2)c2ccc(OC)cc2)cc1	-17	1	0	9	11	6	-1	9	1
O=C(NC1CCCCC1)c1cc(C2CC2)on1	-1	1	2	7	0	11	-4	0	4
